Screening data deposited in PubChem BioAssay by National Center for Advancing Translational Sciences (NCATS).
GFP derepression = epigenetic GFP locus derepression in mouse cells; 68,000 tested, 0.09% active; mouse C127i GFP locus derepression, cytometry, 30 h; Potency, µM (top dose mostly 46.1 µM), for inactives: at the highest dose GFP derepression (activation); also: % of control where 0% means no effect
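Read-out is the number of GFP-positive cells, scored as fluorescent objects 20 to 120 um wide, reflecting derepression of a silenced CMV-GFP reporter in murine C127i cells after 30 h compound exposure at 37 C.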
DNA Pol III inh = DNA polymerase III holoenzyme inhibition; reconstituted DNA polymerase III holoenzyme replication, biochemical; Potency, µM (highest dose often 57.1 µM), for the others: at the top dose activity change, negative = inhibition; 71,000 tested, 0.25% active; also: potency is read from the fitted curve at half-maximal effect; % is scaled to controls: 0 for no effect and ±100 for the full control effect
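Reconstituted *E. coli* holoenzyme (0.35 nM Pol III, 1 nM beta, 154 nM SSB, 2 nM primase) was preincubated with compound for 15 min at RT. Synthesis on 1.4 nM ssM13Gori ran 35 min, then was stopped with PicoGreen/EDTA and read as dsDNA fluorescence.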
HBB splicing = alters splicing of the hemoglobin beta chain; HBB splicing reporter cell assay, activation; EGFP reporter with mutant IVS2-654 intron; response scale: normalised to 500 nM splice-correcting PNA; Potency, µM (doses to about 46.1 µM), inactives show top-dose activation, usual class: activators; 65,000 tested, 0.06% active; AID 925; also: potency is read from the fitted curve at half-maximal effect; 0% is about no effect
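HeLa cells stably expressing EGFP interrupted by mutant beta-globin intron 2 (IVS2-654), 500/well in 2% FCS. Treated with compound for 2 days at 37C. Splicing correction scored as total well GFP intensity (488 nm excitation, 500-520 nm emission); 500 nM antisense PNA served as control.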
Hsp90 Hop PPI = changes Hsp90-Hop TPR2A binding signal, up or down; AlphaScreen TPR2A-His6 binding biotin-Hsp90 C-terminal peptide; Potency, µM (top dose mostly 57 µM), for inactives: top-dose activity change, negative = inhibition; 71,000 tested, 0.44% active; AID 595; active = well fitted curve in either direction with a large enough effect; inconclusive = small, poorly fitted or top-dose-only effect, or another doubt; also: potency is read from the fitted curve at half-maximal effect; % is scaled to controls: 0 for no effect and ±100 for the full control effect; many of its hits are not listed in these tables
HADH2 inh = HADH2 (human) dehydrogenase inhibition; AID 886; 73,000 tested, 3.4% active; recombinant HADH2, NADH fluorescence, beta-hydroxybutyryl-CoA; Q99714; Potency, µM (top dose mostly 57.1 µM), inactives show at the highest dose activity change, negative = inhibition, usual class: inhibitors; also: potency is read from the fitted curve at half-maximal effect; % is scaled to controls: 0 for no effect and ±100 for the full control effect; nearly all actives have a fitted effect of over 60% in size; many of its hits are not listed in these tables
Target sequence (Q99714 whole entry, looked up, one chain of several): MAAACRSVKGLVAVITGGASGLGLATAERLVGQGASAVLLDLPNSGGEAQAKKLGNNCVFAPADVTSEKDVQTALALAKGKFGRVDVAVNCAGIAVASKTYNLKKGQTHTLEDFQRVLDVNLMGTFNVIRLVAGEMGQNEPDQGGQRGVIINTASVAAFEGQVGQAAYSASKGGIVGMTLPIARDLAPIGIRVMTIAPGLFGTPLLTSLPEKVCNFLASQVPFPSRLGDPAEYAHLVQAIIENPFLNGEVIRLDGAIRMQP
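Buffer 100 mM Tris-HCl pH 9.0/0.01% Tween-20; HADH2 20 nM; NAD+ 1 mM; beta-hydroxybutyryl-CoA 90 uM (all final). 15 min cpd preincubation, RT.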
ERK AVP inh = blocks ERK signaling stimulated by vasopressin; HEK293-V1b, vasopressin-stimulated pERK AlphaScreen; Potency, µM (series often up to 57.5 µM), for the others: at the top dose activity, negative = inhibition, actives largely listed as inhibitors; 72,000 tested, 0.99% active; AID 995; also: potency is read from the fitted curve at half-maximal effect; % is scaled to controls: 0 for no effect and ±100 for the full control effect; nearly all actives have a fitted effect of over 55% in size
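Overnight-seeded V1b-HEK293 cells in 1% FBS got compound, then vasopressin (25 nM final, 5 min, 37C), then lysis buffer. AlphaScreen detection of phospho-ERK; activity normalized to basal and full-stimulation controls.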
CRE Fsk mod = CRE-bla signaling modulation under forskolin stimulation | CHO CRE-bla reporter (cAMP response element driving beta-lactamase), forskolin EC10, beta-lactamase ratio | Potency, µM (series often up to 38.2 µM), inactives show at the highest dose activity change, negative = inhibition, hits mostly activators | 71,000 tested, 2.5% active | AID 662; active = well fitted activation curve with a large enough effect in the signal ratio, with a control signal flat, not every such curve was filed as active; inconclusive = small, poorly fitted or top-dose-only effect, or effect the other way, or a change in a side signal; the % refers to the signal ratio; also: potency is read from the fitted curve at half-maximal effect; % of control where 0% means no effect
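Cells were plated overnight at 37 °C, exposed to compound titrations plus EC10 NKH 477 for 3 h, then given CCF4 dye for 2 h at room temperature. Blue/green (460/530 nm) ratio was converted to %Activity and AC50 values calculated.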
Luciferase inh = firefly luciferase inhibition; P08659; purified firefly luciferase, luminescence, 8 min; Potency, µM (series often up to 57.1 µM), for inactives: at the highest dose activity change, negative = inhibition, hits mostly inhibitors; 72,000 tested, 2.2% active; AID 411; also: potency is read from the fitted curve at half-maximal effect; % is scaled to controls: 0 for no effect and ±100 for the full control effect; nearly all actives have a fitted effect of over 40% in size
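Substrate buffer containing 10 uM ATP (pH 7.2 imidazole, Mg2+, KCl, detergent, BSA) is dispensed, compound pinned in, then luciferase/luciferin detector mix added. After 8 min at ambient temperature, light output is measured.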
Tau filament bind = binders of human tau filaments | P10636 | recombinant tau filaments, thioflavin S fluorescence, 15 h; filaments grown with octadecylsulfate alongside compound | Potency, µM (titrated, usually from 57.1 µM), for the others: at the highest dose activity change, negative = inhibition | 71,000 tested, 2% active;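 also: potency is read from the fitted curve at half-maximal effect; % is scaled to controls: 0 for no effect and ±100 for the full control effect; actives lower thioflavin S fluorescence by blocking filaments or displacing dye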
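Assay mix: 1 uM His-tagged tau, 30 uM sodium octadecylsulfate, thioflavine S dye in HEPES/NaCl/DTT buffer. Compound is added prior to the inducer. Fluorescence after 15 h at 37 C.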
15-hLO inh = 15-hLO (ALOX15) enzyme inhibition. Potency, µM (highest dose often 57.1 µM), for the others: at the top dose activity change, negative = inhibition, usual class: inhibitors. 74,000 tested, 1.4% active. purified 15hLO-1, xylenol orange hydroperoxide absorbance; also: potency is read from the fitted curve at half-maximal effect; % is scaled to controls: 0 for no effect and ±100 for the full control effect; nearly all actives have a fitted effect of over 55% in size
Target sequence (P16050 whole entry, looked up): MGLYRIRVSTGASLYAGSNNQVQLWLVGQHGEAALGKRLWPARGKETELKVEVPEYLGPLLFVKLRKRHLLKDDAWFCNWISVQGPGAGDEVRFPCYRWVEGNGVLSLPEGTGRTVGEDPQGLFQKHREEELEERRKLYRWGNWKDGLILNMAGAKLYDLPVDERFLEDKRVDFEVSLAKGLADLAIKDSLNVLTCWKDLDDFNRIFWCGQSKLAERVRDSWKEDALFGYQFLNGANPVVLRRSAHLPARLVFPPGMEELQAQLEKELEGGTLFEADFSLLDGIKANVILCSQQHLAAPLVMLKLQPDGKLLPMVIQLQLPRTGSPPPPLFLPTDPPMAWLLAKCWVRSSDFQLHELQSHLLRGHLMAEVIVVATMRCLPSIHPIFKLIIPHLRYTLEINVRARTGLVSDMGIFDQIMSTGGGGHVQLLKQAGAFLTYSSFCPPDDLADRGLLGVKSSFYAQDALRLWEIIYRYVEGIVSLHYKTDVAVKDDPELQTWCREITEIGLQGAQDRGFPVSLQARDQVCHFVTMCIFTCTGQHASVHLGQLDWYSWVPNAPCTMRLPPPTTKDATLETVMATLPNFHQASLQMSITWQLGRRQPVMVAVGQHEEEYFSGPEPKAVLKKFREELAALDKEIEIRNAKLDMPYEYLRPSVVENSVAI
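Inhibition is scored from a chromogenic endpoint. After 15 min enzyme-compound contact, arachidonic acid (50 uM final) reacts 6 min with 40 nM 15hLO-1 at room temperature, then Fe-XO reagent is added for 30 min and absorbance ratio recorded.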
Ub-GFP proteasome = inhibits proteasome, raising ubiquitin-GFP reporter fluorescence; Ubiquitin-GFP reporter cells, proteasome inhibition, GFP fluorescence; response scale: untreated = 0%, 10 µM MG-132 = 100%; Potency, µM (series often up to 45.9 µM), inactives show at the top dose activation (GFP accumulation), usual class: activators; 67,000 tested, under 10 active; AID 526; active = well fitted activation curve with a large enough effect, not every such curve was filed as active; inconclusive = small, poorly fitted or top-dose-only effect, or another doubt; inactive = no such curve, though single readings can be large or run the other way; also: potency is read from the fitted curve at half-maximal effect
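Reporter cells (U2OS, ubiquitin-G76V-GFP fusion) are plated overnight, then treated 4 hr at 37 °C with compound titrations from 46 uM down to 2.9 nM. Activity is scaled against untreated cells and 10 uM MG-132.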
The depositor's hits bear a star; ? = inconclusive; nt = no result given; [ ] = remark or other dose. Unless noted, calls follow the shape of the dose curve; as a rule, active = well fitted curve in the direction sought with a large enough effect; inconclusive = small, poorly fitted or top-dose-only effect, or another doubt; inactive = no such curve, though single readings can be large; an effect the other way counts as inactive or inconclusive. Some of the compounds tested. The share of hits here may be higher or lower than overall.

A first look (two entries):
Below each compound – GFP derepression	DNA Pol III inh	HBB splicing	Hsp90 Hop PPI	HADH2 inh	ERK AVP inh	CRE Fsk mod	Luciferase inh	Tau filament bind	15-hLO inh	Ub-GFP proteasome
> Cn1c(SCc2ccccc2F)nc2cccnc21
→ -1%	1%	-1.2%	-8%	5%	-29%	12%	-23%	-14%	2%	-3%
> Cc1nc2cnc(N3CCNCC3)nc2n(CCc2ccccc2)c1=O
→ 8%[9.22 µM]	-8%	2.5%	-7%	9%	-26%	?	0%[11.4 µM]	-9%	11%	11%

All compounds of this part (from the top)
Below each compound – GFP derepression	DNA Pol III inh	HBB splicing	Hsp90 Hop PPI	HADH2 inh	ERK AVP inh	CRE Fsk mod	Luciferase inh	Tau filament bind	15-hLO inh	Ub-GFP proteasome
> Cn1c(SCc2ccccc2F)nc2cccnc21
→ -1%	1%	-1.2%	-8%	5%	-29%	12%	-23%	-14%	2%	-3%
> Cc1nc2cnc(N3CCNCC3)nc2n(CCc2ccccc2)c1=O
→ 8%[9.22 µM]	-8%	2.5%	-7%	9%	-26%	?	0%[11.4 µM]	-9%	11%	11%
> CCOC(=O)c1ccc(NCn2c(=O)oc3ccccc32)cc1
→ 3%	-1%	2.0%	-5%	-5%	-9%	-7%	2%	2%	-4%	0%
> COc1cccc(NC(=O)C2CC(=O)N(C)C(=Nc3cccc(F)c3)S2)c1 (centres undefined)
→ -3%	3%	nt	4%	-5%	15%	-11%	-3%	16%	-4%	-3%
> CN1CCN(C(=O)c2ccc(-c3nn(C)c(=O)c4ccccc34)cc2)CC1
→ 6%	-4%	-0.2%	0%	2%	-18%	?	2%	9%	2%	0%
> O=C(c1ccco1)N1CCN(c2cc(=O)n(C3CCCCC3)c(=O)[nH]2)CC1
→ -3%	-8%	0.1%	2%	-11%	30%	?	1%	3%	-2%	17%
> O=C(c1cccc(S(=O)(=O)N2CCCCC2)c1)N1CCCCC1
→ 6%	-2%	-0.4%	1%	3%	0%	?	2%	35%	5%	-14%
> C=CCOc1cccc(C2C(C(=O)c3ccco3)=C(O)C(=O)N2CCN2CCOCC2)c1 (centres undefined)
→ 1%	-8%	nt	0%	5%	-5%	-5%	-1%	10%	-16%	-1%
> Cc1onc(-c2ccccc2Cl)c1C(=O)NCCn1ccc2ccccc21
→ 0%	5%	10%	5%	-1%	3%	-13%	1%	5%	-23%	16%
> CC(=O)N1CCc2cc(S(=O)(=O)CCC(=O)N3CCN(C(=O)c4ccco4)CC3)ccc21
→ -1%	-2%	0.0%	-1%	1%	9%	?	2%	9%	-3%	-6%
> COc1ccc(CNC(=O)CSc2nnc(-c3ccc(NC(C)=O)cc3)n2C)cc1
→ -3%	-5%	0.2%	-5%	4%	-6%	4%	4%	-2%	2%	4%
> Cc1ccc(C(C)NC(=O)c2cc(C)oc2C)cc1 (centres undefined)
→ 0%	0%	-1.1%	-2%	-8%	-5%	-16%	0%	-15%	5%	6%
> COc1ccc2[nH]c(=O)c(CN(Cc3ccc(C)cc3)Cc3nnnn3CC3CCCO3)cc2c1 (centres undefined)
→ 2%	-10%	-1.3%	-6%	-13%	?	?	-7%	38%	?	1%
> COc1ccc(-c2csc(NC(=O)C3CCCO3)n2)cc1 (centres undefined)
→ 1%	6%	-0.3%[57.5 µM]	1%	?	?	15%	-17%	4%	-10%	-10%
> COc1ccccc1CNC(=O)COC(=O)c1ccc(NC(N)=O)cc1
→ -2%	-4%	0.3%[57.5 µM]	-2%	14%	-9%	-7%	1%	-3%	3%	-5%
> COc1ccc(NC2=NCCC(=O)N2Cc2cccs2)cc1
→ 0%	3%	nt	-10%	-6%	-16%	7%	1%	7%	-1%	-5%
> CC(=O)Nc1ccc(S(=O)(=O)N(C)c2ccc(O)cc2)cc1
→ -1%	0%	-3.7%	-3%	13%	-15%	?	-34%	40%	-2%	-4%
> Cn1nc(-c2ccc(N3CCOCC3)c(NS(=O)(=O)c3ccccc3)c2)c2ccccc2c1=O
→ -4%	-6%	0.7%	-2%	-3%	-17%	2µM*	0%	4%	-7%	-1%
> COC(=O)CSc1nc2cc(Cl)ccc2c(=O)n1C1CCCC1
→ 4%	6%	-1.1%	21%	?	1%	0%	-31%	-13%	-16%	1%
> Cc1ccc(-c2nn3c(C)nnc3s2)cc1NC(=O)c1ccc(Br)o1
→ nt	-9%	-1.4%	-1%	3%	nt	?	2%	15%	8%	7%
> Cc1nc2nc(COc3ccccc3)nn2c(C)c1Cl
→ 0%	-4%	2.6%	-2%	13%	0%	?	2%	4%	-4%	1%
> COC(=O)c1cc2oc(C)cc2n1CC(=O)N1CCCc2ccccc21
→ -2%	2%	-0.6%	-19%	?	-20%	-3%	-1%	-22%	-15%	-1%
> COCCn1c(-c2ccc(OC)cc2)cnc1SCC(=O)Nc1cc(C)on1
→ 0%	0%	nt	-9%	5%	-26%	7%	-1%	2%	8%	3%
> COc1ccc(CNC(=O)C(c2ccco2)N(Cc2cccs2)C(=O)Cc2cccs2)cc1 (centres undefined)
→ -2%	14%	2.3%	0%	11%	-18%	-2%	-1%	7%	3%	1%
> C=CCN1C(=O)C2C(C(=O)NC)C3(C)C=CC2(O3)C1C(=O)NCc1ccc(OC)cc1 (centres undefined)
→ -1%	-7%	0.5%	-2%	0%	-9%	?	0%	-10%	-11%	1%
> COC(=O)C1C(c2ccccc2)C(C(=O)N2CCN(C)CC2)C1c1ccccc1 (centres undefined)
→ -2%	-4%	nt	-3%	0%	-1%	-4%	3%	2%	-2%	9%
> COc1ccc(-c2noc(COc3ccccc3OC)n2)cc1OC
→ -2%	0%	-0.3%	22%	-6%	-8%	?	-10%	4%	-7%	12%
> CCN1CCN(CCNC(=O)c2ccc(CS(=O)(=O)c3c(Cl)cccc3Cl)o2)CC1
→ 0%	-13%	-0.2%	-3%	-2%	1%	-2%	3%	-7%	4%	-13%
> O=C1NC(=S)S/C1=C1\Sc2ccccc2N1CCCS(=O)(=O)O
→ 0%	-16%	6.2%	-7%	2.5µM*	-22%	15%	1%	48%	?	1%
> O=C(Nc1ccccc1)NC1(C(=O)NCc2ccco2)CCCCC1
→ -2%	-4%	nt	49%	23%	20%	-18%	5%	-14%	0%	1%
> CCn1nnnc1SCC(=O)N1CCOCC1
→ -1%	0%	nt	0%	1%	3%	-3%	-1%	3%	1%	1%
> O=C(CCc1ccccc1)Nc1nc2ccc(S(=O)(=O)N3CCOCC3)cc2s1
→ 4%	-4%	0.0%	-5%	-11%	-4%	5%	1%	77%	-6%	3%
> O=C(O)/C(Cc1cn[nH]n1)=N\O
→ 7%[9.22 µM]	-1%[11.4 µM]	2.1%[9.22 µM]	1%[11 µM]	-1%[11.4 µM]	2%[11.5 µM]	3%[7.6 µM]	-1%[11.4 µM]	4%[11.4 µM]	-3%[11.4 µM]	4%[9.17 µM]
> O=C(O)COc1ccc(-c2nnn(Cc3ccccc3F)n2)cc1
→ 0%	-6%	-0.8%	-2%	-5%	-18%	-4%	1%	-4%	5%	-4%
> O=C(Nc1cccc(C(=O)N2CCOCC2)c1)c1ncn[nH]1
→ 0%	-1%	2.3%	25µM*	-10%	5%	-2%	5%	6%	1%	1%
> CC1CCN(CCCNC(=O)c2n[nH]c(=O)c3ccccc23)CC1
→ 3%	2%	-0.8%	-4%	-1%	11%	10%	4%	7%	4%	-10%
> N=c1c2c(-c3ccccc3)c(-c3ccccc3)n(Cc3ccco3)c2ncn1CCN1CCOCC1
→ -2%	-3%	0.2%[57.5 µM]	-13%	5%	-3%	-12%	-1%	177%	-7%	-4%
> O=C(O)Cn1nnnc1-c1ccc(F)cc1
→ 0%	-4%	-0.7%	-4%	5%	-8%	3%	3%	2%	-1%	-2%
> Cc1[nH]c2ccc(Br)cc2c(=O)c1CN1CCOCC1
→ -3%	-1%	4.3%[57.5 µM]	-3%	60%[activator]	-5%	2%	0%	-12%	4%	4%
> N#Cc1ccc2ccn(CC(=O)N3CCCc4ccccc43)c2c1
→ 0%	-4%	-0.1%	3%	-3%	-1%	8%	1%	-2%	-6%	11%
